High-throughput results from PubChem BioAssay.
DDE Tn7 FP inh = inhibitors of Tn7 peptide binding to human fibrin DD(E); P02675; inhibition, % at 8.3 µM; FP displacement of FITC-Tn7 peptide from fibrin DD(E); 0% = median of compound wells per plate; 0.13% of 370,000 active;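 active = inhibition above the mean of compounds falling within the control limits plus 3 SD of them, cut at about 14% in these data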;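 note: 0% = plate median of compound wells and 100% = 10 µM Aha-Tn7 peptide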
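System: human fibrin DD(E); quantity: Fibrin-DD(E) at 2 µM final; also added: fluorescent Tn7 probe at 0.1 µM; compound dosing: single nominal test concentration of 8.3 µM per compound; schedule: 10 min preincubation, 3 h with tracer, room temperature; detection: fluorescence polarization of the labelled Tn7 tracer; repeats: one replicate per compound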
ARFGAP1 inh = inhibits rat ARF GTPase activating protein 1. Q62848. Arfgap1-stimulated ARF1 GTP hydrolysis, GDP FP detection. inhibition, % at 16.5 µM. 0.26% of 360,000 active. AID 651572;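 active = inhibition above a per-plate limit, mean inhibition of low control wells plus 3 SD, cut at about 25% in these data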;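 note: 0% = DMSO wells with enzyme and 100% = wells lacking Arfgap1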
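material = rat Arfgap1 catalytic domain, aa 1-136 | also added = human ARF1(Δ1-17)-GTP substrate | compound dosing = one concentration, 16.5 µM, DMSO 1.26% | times = GTP hydrolysis reaction 2 h at 25 °C | measured by = FP, GDP Alexa 633 tracer displaced from anti-GDP antibody, 620/688 nm | evaluation = percent inhibition of Arfgap1-stimulated GTP hydrolysis | replication = single well per compound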
ASAP1 inh = ASAP1 ArfGAP inhibition | ASAP1-stimulated ARF1 GTP hydrolysis, GDP FP detection | inhibition, % at 16.5 µM | 0.19% of 360,000 active; in the data active = inhibition above about 25%;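 note: 0% = vehicle with enzyme and substrate and 100% = no enzyme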
HGIII-sPLA2 inh = Inhibits HGIII-sPLA2 liposome hydrolysis, primary screen; Q9NZ20; QFRET BODIPY PC-A2 liposome hydrolysis, fluorescence; inhibition, % at 12.2 µM; 0.56% of 370,000 active;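 active = inhibition above mean plus 3 SD of compounds lying within the high and low control bounds, cut at about 19% in these data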;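 note: 0% = median of test compound wells and 100% = no enzyme DMSO wells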
PLC-gamma1 inh = PLC-gamma1 (human) inhibition, primary screen; inhibition, % at 12.2 µM; P19174; 0.84% of 370,000 active; purified PLC-gamma1, fluorogenic substrate, fluorescence; in the data active = inhibition above about 9.5%
KLK7 zymogen act = activates the human kallikrein-7 zymogen; 0.9% of 370,000 active; activation, % at 7 µM; P49862; purified proKLK7, EDANS-DABCYL substrate fluorescence; 100% is mature enzyme control, 0% vehicle;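 active = activation above the mean of all tested compounds plus 3 SD, computed per campaign excluding outliers beyond control limits, cut at about 13% in these data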
UHRF1 binding = UHRF1 methyl-DNA binding inhibition. Q96T88. UHRF1 binding to methylated oligo, TR-FRET. inhibition, % at 4.4 µM. 0.75% of 370,000 active. AID 687016; in the data active = inhibition above about 21%;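 note: UHRF1 SRA domain binding a hemimethylated CpG hairpin DNA probe; 0% = median of test compound wells and 100% = reference inhibitor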
NR1D1 modulator = Rev-erb alpha (human) modulation. activity, % at 10 µM. 0.79% of 370,000 active. P20393. Rev-erbα–FITC-DNA binding, fluorescence polarization, 90 min;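 active = activity above about 14%, limit read from the data; passing the limit was not always enough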;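 note: 0% = DMSO wells with 35 nM protein and 100% = DMSO wells with 750 nM protein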
DDE Tn6 FP inh = disrupts Tn6 cyclic peptide binding to fibrin D-Dimer-E complex. P02675. Fibrin DD(E) TRITC-Tn6 fluorescence polarization displacement. inhibition, % at 8.3 µM. 0.21% of 370,000 active. AID 720509;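 active = inhibition above a per-campaign cutoff: mean of compounds within control limits plus 3 SD, cut at about 15% in these data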;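 note: 0% = median of all compound wells on the plate and 100% = blocking peptide control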
PLC-beta3 inh = inhibitors of human phospholipase C beta3 | 0.18% of 370,000 active | AID 720704 | Purified PLC-beta3, fluorogenic substrate, fluorescence | Q01970 | inhibition, % at 12.2 µM; in the data active = inhibition above about 11%;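 note: 0% = median of compound wells on plate and 100% = full blocker control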
Target sequence (Q01970 whole entry, looked up): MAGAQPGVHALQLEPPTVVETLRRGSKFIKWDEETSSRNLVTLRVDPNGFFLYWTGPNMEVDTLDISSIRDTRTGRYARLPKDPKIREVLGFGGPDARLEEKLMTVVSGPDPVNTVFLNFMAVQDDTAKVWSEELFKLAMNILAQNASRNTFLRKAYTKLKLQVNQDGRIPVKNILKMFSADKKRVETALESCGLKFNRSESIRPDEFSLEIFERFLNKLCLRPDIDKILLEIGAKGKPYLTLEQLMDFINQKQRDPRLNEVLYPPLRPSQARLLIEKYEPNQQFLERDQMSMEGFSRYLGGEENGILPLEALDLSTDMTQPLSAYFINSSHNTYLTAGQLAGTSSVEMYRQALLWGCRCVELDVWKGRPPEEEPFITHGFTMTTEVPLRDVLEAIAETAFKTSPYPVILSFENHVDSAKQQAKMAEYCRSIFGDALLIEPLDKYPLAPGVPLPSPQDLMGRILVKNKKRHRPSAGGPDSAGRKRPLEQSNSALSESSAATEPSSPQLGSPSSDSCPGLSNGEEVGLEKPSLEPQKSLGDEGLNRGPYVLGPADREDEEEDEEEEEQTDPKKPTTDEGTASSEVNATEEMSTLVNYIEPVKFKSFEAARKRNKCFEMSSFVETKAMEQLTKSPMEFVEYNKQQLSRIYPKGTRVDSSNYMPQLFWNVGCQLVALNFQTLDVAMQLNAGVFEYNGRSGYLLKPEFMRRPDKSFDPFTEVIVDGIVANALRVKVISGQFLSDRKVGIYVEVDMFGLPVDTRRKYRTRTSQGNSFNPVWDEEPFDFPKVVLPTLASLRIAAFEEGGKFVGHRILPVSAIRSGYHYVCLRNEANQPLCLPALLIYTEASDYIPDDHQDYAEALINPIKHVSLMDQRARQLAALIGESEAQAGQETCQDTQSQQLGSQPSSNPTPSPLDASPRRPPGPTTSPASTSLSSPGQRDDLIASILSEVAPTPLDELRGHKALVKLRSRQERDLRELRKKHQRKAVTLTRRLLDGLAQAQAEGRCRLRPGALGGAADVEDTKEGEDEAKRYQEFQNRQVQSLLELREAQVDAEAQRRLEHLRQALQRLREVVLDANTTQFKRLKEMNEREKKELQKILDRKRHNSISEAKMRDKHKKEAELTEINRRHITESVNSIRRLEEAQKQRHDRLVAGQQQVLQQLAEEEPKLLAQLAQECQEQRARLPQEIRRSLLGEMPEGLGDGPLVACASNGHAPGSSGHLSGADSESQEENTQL
Numbers without * were called inactive; nt = no result given.

SMILES	DDE Tn7 FP inh	ARFGAP1 inh	ASAP1 inh	HGIII-sPLA2 inh	PLC-gamma1 inh	KLK7 zymogen act	UHRF1 binding	NR1D1 modulator	DDE Tn6 FP inh	PLC-beta3 inh
NS(=O)(=O)c1ccc(CCNS(=O)(=O)c2cccc(C(=O)O)c2)cc1	-5.1	2.7	-0.4	3.7	1.4	0.3	0.4	1.4	-2.4	-4.7
COc1ccccc1S(=O)(=O)c1c(C)cc(C)[nH]c1=O	5.3	1.8	4.0	1.6	-1.4	-0.9	-2.2	-5.7	6.4	-2.6
O=C(CCS(=O)(=O)c1ccccc1)N(CCCN1CCOCC1)c1nc2ccc(F)cc2s1	2.9	10.6	7.5	3.2	6.5	0.2	2.9	-4.9	-3.6	-0.1
COC(=O)c1c(NC(=O)/C=C/C(=O)O)sc(C)c1-c1ccc(C(C)C)cc1	6.3	-11.5	-2.6	-16.1	-4.3	0.0	-0.4	-3.5	1.3	-7.9
Cc1nn(C)c(Cl)c1CN1CCC(Oc2ccc(C(=O)N3CCCC3)cc2)CC1	0.5	0.7	10.8	2.4	1.2	0.2	0.3	-1.1	-1.9	-7.8
CC(=O)Oc1ccc(-c2nc3ccccc3c(=O)o2)cc1	3.0	10.1	4.7	2.5	-3.2	-0.6	2.7	8.2	2.6	-6.1
CC(C)(C)c1ccc(OCCOCCn2cnc3ccccc3c2=O)cc1	1.6	-15.3	9.5	-6.8	-1.9	0.1	-1.0	-1.1	-1.6	1.0
OCCC#Cc1ccc(CN2CCN(Cc3ccccc3)C(CCO)C2)cc1 (stereo not drawn)	-8.9	0.6	16.4	-2.4	-0.1	0.1	0.4	2.2	1.0	-0.8
Cc1ccc(NC(=O)C2CCCN(c3nnc(-n4cccc4)s3)C2)cc1C (stereo not drawn)	-1.2	nt	nt	12.3	2.7	-0.9	3.8	-6.2	-5.5	-4.4
CC1=NN(c2ccccc2)C(=O)/C1=C\c1cn(C)c2ccccc12	-6.6	-18.1	5.9	-2.4	-0.9	0.1	2.8	2.2	6.8	-4.2
COC(=O)c1cccc(NC(=O)Cn2cnc3ccccc3c2=O)c1	-1.8	-1.5	-3.0	-6.7	6.9	-0.3	-1.9	-1.6	-3.9	7.0
Cc1ccc(CC(NC(=O)c2ccccc2)C(=O)NC(CC(C)C)C(=O)O)cc1 (stereo not drawn)	2.5	-3.5	-7.6	6.2	-2.9	0.2	1.0	-3.0	0.7	-3.6
O=C(CCCCCn1c(=S)[nH]c2cc3c(cc2c1=O)OCO3)N1CCN(Cc2ccccc2)CC1	-0.3	2.6	0.4	-0.3	5.6	0.5	1.0	16.8	0.2	-0.2
O=C1C=C(O)c2cccc3cccc1c23	-3.2	4.9	1.8	-1.3	-3.9	-0.1	-6.8	1.1	-0.9	-17.1
Cc1ccc2c(c1)sc1nc(=O)n(-c3ccc(Cl)cc3)c(=O)n12	-1.8	-11.3	2.5	4.9	-3.3	-0.5	-1.6	19.6	9.6	3.7
Cn1c(=O)oc2cc(S(=O)(=O)NCc3ccncc3)ccc21	1.2	-1.3	4.3	5.2	7.1	-1.1	4.1	-1.3	0.3	5.5
Cc1cc(Nc2cccc(F)c2)nc(N2CCOCC2)n1	4.2	6.8	-13.7	-4.9	3.1	0.0	-3.2	-8.7	-1.3	-6.6
CCOc1ccc(-n2c(SCC(=O)Nc3cccc4ccccc34)nnc2-c2cccs2)cc1	-1.1	nt	nt	6.7	4.4	-0.6	3.4	-2.7	-2.8	-12.8
Cc1ccc(N2NC(=O)/C(=C\c3cc4c(cc3[N+](=O)[O-])OCO4)C2=O)cc1C	-7.2	-7.0	5.7	18.4	-12.8	-0.2	-0.3	1.2	0.1	-27.6
CCCCCCCCN1C(=O)[C@H](CC(=O)N2CCN(C(=O)c3ccco3)CC2)C[C@@]2(C(=O)OC)CC(C)(C)CC=C12	0.5	-3.3	2.4	1.3	3.9	0.8	-0.1	0.3	-5.1	2.1
COc1cc(C(=O)NCCC(=O)NCc2ccc3c(c2)OCO3)cc(OC)c1OC	-0.4	10.6	8.6	11.3	-0.8	0.0	8.5	3.2	-12.8	0.2
CCC1CCCN1Cn1cnc2c([nH]c3ccc(Cl)cc32)c1=O (stereo not drawn)	-6.8	-0.9	0.3	-3.6	-3.0	0.4	0.2	-1.0	-2.5	-2.4
CC1=CC(C)(C)Nc2ccc(OC(=O)CCN3C(=O)c4ccccc4C3=O)cc21	-0.8	-3.5	1.3	9.1	-4.9	0.0	-1.3	-4.5	-11.6	-8.7
CC(=O)Nc1ccc2c(c1)-c1ccc(F)cc1C2=O	-6.3	5.7	4.6	1.9	-23.4	-1.0	-10.5	-3.4	-2.3	-26.2
Cc1ccc2nc(C(F)OC(F)(F)F)[nH]c2c1 (stereo not drawn)	-9.2	11.8	14.1	-3.5	-3.5	-1.0	-2.3	1.4	0.1	-13.1
Cc1cccc(OCCn2c(NC(=O)c3ccco3)nc3ccccc32)c1	2.5	4.6	4.7	-0.2	-16.8	-1.2	-2.1	-2.1	-3.5	-24.7
Cc1ccccc1NS(=O)(=O)c1ccc(C)c(C(N)=O)c1	10.2	-1.4	-15.3	3.4	-1.1	-0.3	-0.1	-5.3	2.3	5.5
O=C(C1CC(c2ccccc2O)=NO1)N1CCCCC1 (stereo not drawn)	-1.4	1.9	13.0	-7.2	0.7	0.2	-1.4	1.8	-1.4	1.2
CCOC(=O)C(NC(=O)NC1CCCCC1)(c1ccccc1)C(F)(F)F (stereo not drawn)	-3.6	4.0	0.4	0.6	-0.6	0.1	0.1	-0.2	0.3	2.1
CCCCCC(=O)Nc1cccc(C2=NOC3(C2)C[C@H](C(N)=O)N(C(=O)CCCCC)C3)c1 (stereo partly drawn)	-7.6	12.7	4.1	-4.2	1.1	0.1	-1.0	-4.8	-2.1	5.9
CC1CCN(C(=O)c2cc(F)c(F)cc2Cl)CC1	-2.6	-3.0	0.5	1.1	3.1	-0.6	-0.1	-1.0	4.4	0.3
COc1cccc(C(C(=O)NCc2ccccc2)N2CCN(c3cccc(C)c3C)CC2)c1OC (stereo not drawn)	0.1	-5.7	8.2	4.6	1.9	0.4	0.5	-1.6	-4.8	-2.6
CC(C)C(=O)Nc1ccc2oc(=O)ccc2c1	-0.6	5.2	-3.5	0.9	-130.3	6.5	-1.3	-6.7	1.6	-192.4
CCOC(=O)N1CCC(N2Cc3cccc(C(=O)N4CCN(c5cccc(C)c5C)CC4)c3C2=O)CC1	5.2	4.1	13.1	-11.1	1.9	0.8	-3.6	-0.3	-0.8	1.3
CCN(CC)S(=O)(=O)c1ccc(C(=O)NCc2ccc3[nH]c4c(c3c2)CCCC4)cc1	-9.4	13.6	-2.1	-36.1	-132.3	0.7	-4.3	2.4	-3.8	-177.3
COc1ccccc1CNC(=O)C1CCN(S(=O)(=O)c2ccc3c(c2)CC(C)N3C(C)=O)CC1 (stereo not drawn)	2.8	1.5	-0.3	0.0	-0.1	0.4	0.1	1.7	3.0	-4.5
CCN(CC)CCC(c1ccc(N(C)C)cc1)c1c(OC)cc(OC)c2c(-c3ccccc3)cc(=O)oc12 (stereo not drawn)	1.0	5.0	-0.6	6.2	-4.3	-0.3	-2.4	2.6	7.2	-3.4
CCOC(=O)c1oc2ccccc2c1CN1CCN(C)CC1	-5.1	-6.8	-6.5	-2.4	1.7	0.4	-2.0	-6.6	-0.9	0.1
O=C(OCC1OC(n2ncc(=O)[nH]c2=O)C(OC(=O)c2ccccc2)C1OC(=O)c1ccccc1)c1ccccc1 (stereo not drawn)	-1.8	-6.4	6.7	-42.2	0.3	0.1	5.0	-2.3	-17.2	-5.5
CC(=O)C1=C(O)C(=O)N(Cc2ccccc2)C1c1ccc(N(C)C)cc1 (stereo not drawn)	6.8	-1.9	-4.6	7.2	-4.7	0.3	-6.2	2.5	0.9	-11.6

Record cards, from the list above.
COc1ccccc1CNC(=O)C1CCN(S(=O)(=O)c2ccc3c(c2)CC(C)N3C(C)=O)CC1 (stereo not drawn) as listed: DDE Tn7 FP inh = 2.8; ARFGAP1 inh = 1.5; ASAP1 inh = -0.3; HGIII-sPLA2 inh = 0.0; PLC-gamma1 inh = -0.1; KLK7 zymogen act = 0.4; UHRF1 binding = 0.1; NR1D1 modulator = 1.7; DDE Tn6 FP inh = 3.0; PLC-beta3 inh = -4.5
CC(=O)C1=C(O)C(=O)N(Cc2ccccc2)C1c1ccc(N(C)C)cc1 (stereo not drawn) as listed: DDE Tn7 FP inh = 6.8; ARFGAP1 inh = -1.9; ASAP1 inh = -4.6; HGIII-sPLA2 inh = 7.2; PLC-gamma1 inh = -4.7; KLK7 zymogen act = 0.3; UHRF1 binding = -6.2; NR1D1 modulator = 2.5; DDE Tn6 FP inh = 0.9; PLC-beta3 inh = -11.6

New compounds follow
SMILES	DDE Tn7 FP inh	ARFGAP1 inh	ASAP1 inh	HGIII-sPLA2 inh	PLC-gamma1 inh	KLK7 zymogen act	UHRF1 binding	NR1D1 modulator	DDE Tn6 FP inh	PLC-beta3 inh
CCCCC(=O)Nc1ccc(Br)cn1	3.7	1.2	0.3	5.4	0.6	0.4	-0.6	7.7	-5.0	-1.1
COc1cc(C(O)P(=O)(OC2CCCCC2)c2ccc(N(C)C)cc2)cc(OC)c1OC (stereo not drawn)	2.3	3.5	9.3	-1.2	3.6	0.3	-3.7	0.5	2.0	2.3
COC(=O)C1=C(C)NC(C)=C(C(=O)OCC2CCCO2)C1c1ccc(Cl)c([N+](=O)[O-])c1 (stereo not drawn)	-1.9	1.0	-4.1	0.1	5.7	-0.1	2.7	2.1	-17.6	0.1
CC(=O)NCCn1c(SCc2cc(F)ccc2F)nc2ccccc2c1=O	5.4	-15.6	-19.7	-4.5	1.5	0.6	0.9	-2.2	8.1	1.7
Cc1ccc(-c2cc(C(=O)N/N=C/C=C/c3ccco3)c3ccccc3n2)cc1C	-5.3	8.6	2.6	0.4	-61.3	-8.1	2.3	-2.4	-5.6	-80.5
O=S(=O)(c1ccc(Br)cc1)N1CCCC1c1nc2ccccc2s1 (stereo not drawn)	-1.3	4.1	7.6	-4.9	4.7	-0.6	-0.4	1.0	5.2	0.2
O=S(=O)(c1ccc(Cl)cc1)n1cccn1	1.1	14.1	9.4	17.5	4.5	-0.3	5.6	-3.6	-9.5	-0.5
Cc1[nH]c2ccccc2c1/C=N/Nc1nc(Nc2ccc(F)cc2)nc(N2CCOCC2)n1	7.0	8.4	11.9	-5.8	-0.7	0.5	8.3	-3.4	6.7	4.0
Cc1ccc(Cl)cc1NC(=O)[C@@H]1CCC(=O)N1C1OC(=O)c2ccccc21 (stereo partly drawn)	-1.5	0.0	8.2	6.9	6.3	0.1	0.8	0.7	-3.9	5.0
COc1cc2[nH]c(=S)nc(NCc3ccc(Cl)cc3)c2cc1OC	3.2	8.2	8.3	4.2	-5.7	-0.8	0.4	10.1	1.8	-13.1
Cc1ccc(NC(=S)N2C3CCCC2CC(NC(=O)C2CC2)C3)cc1C (stereo not drawn)	7.2	0.2	1.9	12.5	7.3	-0.2	0.7	1.5	-8.3	-2.4
